Screening data from PubChem.
AHR act: human AHR activation. P35869. hit rate 2.5% among 320,000. AID 2796. activation, % at 5 µM. AHR-responsive luciferase reporter cells, luminescence; in the data active means activation above about 47%;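 further: 0% = vehicle wells and 100% = reference agonist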
EBNA-1 inhibitor: blocks EBNA-1 binding to DNA. inhibition, % at 14.8 µM. hit rate 0.34% among 300,000. AID 1950. EBNA-1 DNA binding, fluorescence polarization; in the data active means inhibition above about 28%
MEP2-GFP yeast: modulators of TOR pathway MEP2-GFP in S. cerevisiae. AID 2016. GFP response vs DMSO, % at 10 µM. hit rate 0.51% among 330,000. S. cerevisiae MEP2-GFP strain, flow cytometry GFP, 3 h; 100% = DMSO control level;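 active means GFP response versus DMSO above a set limit, roughly screen mean plus 3 SD, cut at about 180% in these data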;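 further: median GFP fluorescence of the barcode-gated MEP2-GFP cells per well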
LAP4-GFP MLPCN: modulators of TOR pathway LAP4-GFP in S. cerevisiae | S. cerevisiae LAP4-GFP multiplex, flow cytometry GFP, 3 h; median GFP as percent of DMSO wells | GFP response vs DMSO, % at 10 µM | hit rate 0.34% among 320,000;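 active means GFP response vs DMSO above a set limit, about the screen mean plus 3 SD, cut at about 150% in these data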
ZTA DNA inh: ZTA (EBV) inhibition in EBNA-1 counter-screen | P03206 | ZTA-DNA binding, fluorescence polarization | inhibition, % at 11 µM | hit rate 0.15% among 320,000 | AID 2234; in the data active means inhibition above about 33%
RPL19A TOR yeast: yeast TOR pathway RPL19A-GFP modulation | S. cerevisiae RPL19A-GFP strain, flow cytometry, 3 h; active compounds read low | percent response vs DMSO, % at 10 µM | hit rate 0.3% among 330,000;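 active means percent response vs DMSO below 50%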;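 further: median channel GFP fluorescence of the barcoded RPL19A-GFP strain; ratio of sample median GFP to plate DMSO average so 100% = DMSO; lower means less RPL19A-GFP as with rapamycin TOR inhibition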
procasp7 counter: counter-screen for procaspase-3 activators: activators of human procaspase-7; P55210; recombinant procaspase-7, Ac-DEVD-pNA absorbance 405 nm; D23A/D198A/D206A triple mutant, cannot self-cleave; scale: DMSO 0, 5 µM enzyme 100; activation, % at 8.5 µM; hit rate 0.093% among 330,000; AID 463210;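 active means percent activation above the screen-wide mean plus 3 SD, cut at about 25% in these data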
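Assay system: Uncleavable procaspase-7 mutant enzyme | Input: 2 µM procaspase-7 mutant as dispensed | Timing: 1 h compound preincubation, 2 h substrate cleavage, 25 °C | Repeats: One well per compound | Control set: DMSO wells as 0%, DMSO with 5 µM added PC-7 as 100% | Technique: Epi-absorbance of released pNA at 405 nm, two timepoints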
procasp3 activ: activates human procaspase-3 | hit rate 0.11% among 330,000 | P42574 | recombinant procaspase-3 D3A, Ac-DEVD-pNA absorbance 405 nm | activation, % at 8.5 µM | AID 463141;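 active means activation above the mean of all tested compounds plus 3 SD, cut at about 21% in these data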;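 further: 0% = DMSO alone and 100% = DMSO wells spiked with extra 5 µM PC-3 D3A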
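Evaluation: percent activation relative to control range; Material: Procaspase-3 D3A mutant, all three cleavage aspartates alanine; Compound: single dose, 8.5 µM nominal compound, 0.8% DMSO; Replication: one well per compound; Signal: absorbance at 405 nm, 0 and 120 min; Schedule: 1 h preincubation plus 2 h reaction at 25 °C.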
Starred values were filed as active, the others as inactive; . = no result given; [ ] = dose if it differs, or a comment.

structure,AHR act,EBNA-1 inhibitor,MEP2-GFP yeast,LAP4-GFP MLPCN,ZTA DNA inh,RPL19A TOR yeast,procasp7 counter,procasp3 activ
CCN(CC)C(=O)CSc1nc2ccccc2c(=O)n1CCC(=O)N1CCN(c2ccccc2)CC1,-1,1,113,108,-18,101,-3,7
CCCCN(CC(=O)Nc1c(C)cccc1CC)C(=O)SCC,2,8,97,96,-1,92,14,0
Cc1cc(=O)[nH]c(N/N=C/c2c(C)nn(-c3ccccc3Cl)c2Cl)n1,4,-10,96,105,4,97,4,2
COc1ccc(Cl)cc1NC(=O)CCNS(=O)(=O)c1cccc2nonc12,14,6,108,106,-4,102,1,9
CN(C)C(=O)c1ccc(NC(=O)c2ccccc2Sc2ccccc2C#N)cc1,2,-4,95,91,-4,98,-1,1
O=C(/C(=C/O)N=Nc1cccc(C(F)(F)F)c1)c1ccccc1,75*,8,103,122,14,98,-6,7
CSc1nc2ccc(NS(=O)(=O)c3ccccc3F)cc2s1,-2,-2,103,97,21,101,10,-3
Cc1noc(C)c1C(=O)N1CCCC(C(=O)c2cccc(C(F)(F)F)c2)C1 (stereo not given),2,-1,96,89,-16,89,-7,1
N#CC1(NC(=O)CN2c3cccc4cccc(c34)S2(=O)=O)CCCCC1,6,-4,102,95,-16,98,3,-3
Cc1ccc(NC(=O)CN2C(=O)N/C(=C/c3ccc(C)o3)C2=O)cc1,0,-5,102,89,7,105,-1,-11
CCOc1cc(C(N)=O)cc(Br)c1OC,1,7,109,106,11,103,5,-3
Nc1nc(NCC2CCCO2)nc(Nc2ccc(F)cc2)c1[N+](=O)[O-] (stereo not given),76*,-5,97,96,-2,102,0,10
CC(=O)N1CCN(Cc2nc3cc([N+](=O)[O-])ccc3n2C)CC1,2,-2,102,99,5,90,-1,7
Cc1ccc(CN2C(=O)C(C)Nc3ncnc(N4CCN(c5ccccn5)CC4)c32)cc1 (stereo not given),60*,3,105,121,-4,107,-5,-8
COc1ccccc1OCc1nnc(SCC(=O)Nc2ccc(C)cc2)n1C,3,-5,97,93,0,96,-4,7
CCOc1cc(N2CCOCC2)c(OCC)cc1NC(=O)c1ccc(C)s1,2,5,95,95,6,94,4,-1
COc1ccccc1N1CCN(S(=O)(=O)c2ccc(-c3cnc(C4CC4)o3)cc2)CC1,2,12,95,95,7,94,2,2
O=C(NCc1cccs1)c1nn2cccnc2c1Cl,6,4,97,102,-5,92,3,3
Cc1ccc(S(=O)(=O)N(C)C)cc1NC(=O)CSc1nc2ccccc2c(=O)n1CC1CCCO1 (stereo not given),-1,-2,99,76,3,100,1,-2
CCCCCn1c(CCC(=O)Oc2ccccc2OC)nc2c1c(=O)[nH]c(=O)n2CCCC,3,10,98,91,8,96,17,4
CCc1nnc(NC(=O)C2=CCN(S(=O)(=O)c3ccccc3)CC2)s1,0,0,93,98,8,96,10,-1
CCc1ccc2[nH]c(=O)c(CN(Cc3ccc4c(c3)OCO4)C(=O)c3ccco3)cc2c1,24,5,96,87,-5,90,8,7
CC1CCCC(C)N1C(=O)COC(=O)c1ccc[nH]c1=O (stereo not given),3,-6,115,103,-20,102,3,5
O=C(C1COc2ccccc2O1)N1CCN(S(=O)(=O)c2ccccc2)CC1 (stereo not given),-4,-11,104,95,-4,105,4,1

Complete entries, looked up by structure.
`Cc1ccc(S(=O)(=O)N(C)C)cc1NC(=O)CSc1nc2ccccc2c(=O)n1CC1CCCO1` (stereo not given) in the list: AHR act: -1; EBNA-1 inhibitor: -2; MEP2-GFP yeast: 99; LAP4-GFP MLPCN: 76; ZTA DNA inh: 3; RPL19A TOR yeast: 100; procasp7 counter: 1; procasp3 activ: -2
`COc1ccccc1N1CCN(S(=O)(=O)c2ccc(-c3cnc(C4CC4)o3)cc2)CC1` in the list: AHR act: 2; EBNA-1 inhibitor: 12; MEP2-GFP yeast: 95; LAP4-GFP MLPCN: 95; ZTA DNA inh: 7; RPL19A TOR yeast: 94; procasp7 counter: 2; procasp3 activ: 2

Later entries
structure,AHR act,EBNA-1 inhibitor,MEP2-GFP yeast,LAP4-GFP MLPCN,ZTA DNA inh,RPL19A TOR yeast,procasp7 counter,procasp3 activ
CCC1(CC)NC(=O)N(CC(=O)N2CCN(c3ccccc3F)CC2)C1=O,-1,.,94,86,-5,90,6,1
Cc1cccc(NC(=S)NC(=O)/C=C/c2ccco2)n1,14,2,88,104,8,90,-11,2
Cc1cccc(C(=O)N(Cc2nc3ccccc3c(=O)[nH]2)C2CCCCC2)c1,7,-15,109,105,-4,103,3,-7
CC(C)NC(=O)CSc1nncn1-c1ccccc1,0,3,102,98,2,102,3,-4
COCCNC(=O)Cc1ccc(Br)cc1,2,2,102,106,7,99,11,-4
Cc1nn(-c2ccccc2)c(C)c1NC(=O)c1ccc(S(=O)(=O)N2CCCC2)cc1,-1,6,84[may fluoresce violet],81[may fluoresce violet],22,92[may fluoresce violet],-4,8
O=C(NCCN1CCCc2ccccc21)C1CCC(=O)N(CCc2ccccc2)C1 (stereo not given),7,7,98,97,0,94,-2,-1
CC(C)C[C@H](NC(=O)[C@H](Cc1ccccc1)n1c(=O)[nH]c2ccccc2c1=O)C(=O)N1CCC[C@H]1C(=O)O,0,-7,108,102,-7,102,0,5
CC1(C)CC(C(N)=S)CCO1 (stereo not given),1,-6,101,102,-6,99,-8,9
Cc1ccc(CNC(=O)c2ccc(N3CCC4(CC3)CC(c3ccccc3)=NO4)c(N)c2)cc1,0,17,89,104,10,92,-15,6
Cc1c(OC(C)C(=O)NCC2CCC(C(=O)O)CC2)ccc2c1oc(=O)c1ccccc12 (stereo not given),17,-4,114,101,0,96,0,-4
CCOc1ccccc1C1C(C#N)=C(N)Oc2cc(C)n(Cc3ccccn3)c(=O)c21 (stereo not given),0,12,98,104,-10,102,8,-3
CCOC(=O)Cn1c(=O)oc2cc(S(=O)(=O)Nc3ccc(N(CC)CC)cc3C)ccc21,1,3,105,104,2,98,-6,-1
COc1cc(OC)cc(-c2nnc(SCC(=O)N3CCCC3)o2)c1,33,-2,104,109,-1,100,5,1
CCC(C)(C)C(=O)Nc1cc([N+](=O)[O-])ccc1F,4,-10,99,90,4,103,4,-4
COc1cc(Nc2ccccc2Cl)c([N+](=O)[O-])nc1[N+](=O)[O-],7,-4,110,115,-15,102,-3,2
CCN(CC)S(=O)(=O)c1cccc(NC(=O)C2SC(=Nc3ccc(C)cc3C)C(C(=O)NCC3CCCO3)=C2N)c1 (stereo not given),-2,-9,112,80,-19,112,-4,-15
Cc1cc(C)c2nc3sc(C(=O)N4CCOCC4)c(N)c3cc2c1,72*,-3,96,99,5,95,1,3
CCOc1ccccc1N1CCN(S(=O)(=O)c2cc(C)ccc2OC)CC1,2,-4,100,104,5,103,6,-1
Cc1ccc(C(=O)N2CCN(c3ccccc3)CC2)cc1S(=O)(=O)N1CCOCC1,-2,6,103,101,9,100,-3,3
C=CCS(=O)(=O)N1CCCC(N(C)CCc2ccc(OC)c(OC)c2)C1 (stereo not given),0,-12,100,91,-11,96,0,-6
Cc1cccc(NC(=O)/C(C#N)=C\c2ccc(C(=O)O)cc2)c1,4,1,107,109,4,98,-2,12
Oc1c(C(Nc2ccccn2)c2cccnc2)cc(Cl)c2cccnc12 (stereo not given),2,10,109,95,4,99,-13,7
COc1cc(OC)cc(C(=O)NC(=S)Nc2ccc(N3CCCC3)cc2)c1,18,-11,109,90,-15,107,-17,3
COC(=O)CCC(=O)OC1(C)C(=O)C2=CN(CCc3ccccn3)C(c3ccc(OC)cc3)=CC2=C(Br)C1=O (stereo not given),7,-8,.,.,-35,.,-26,-2
CCN(CC)CCN1C(=O)C2C3c4ccccc4C(c4ccccc43)C2C1=O (stereo not given),12,11,99,97,3,99,3,5
Cc1ccc2cccc(SCC(=O)NCC#N)c2n1,1,-12,96,99,-4,96,-3,5
Cc1cc(NS(=O)(=O)c2cccc([N+](=O)[O-])c2)no1,-1,7,104[may fluoresce green],94[may fluoresce green],0,102[may fluoresce green],15,0
COc1ccccc1C(=O)Oc1cc(C)[nH]c(=O)c1[N+](=O)[O-],-1,1,95,109,-2,103,-5,-5
C=CCNC(=O)NC(=O)COC(=O)CNS(=O)(=O)c1ccc(F)c(F)c1F,1,-6,97,98,2,105,5,9
COc1ccc(OC)c(CN2CCC(C(=O)N(C)CCc3ccc(OC)c(OC)c3)CC2)c1,2,-2,92,90,-27,92,6,1
COCc1nnc(NC(=O)CCCOc2ccccc2)s1,2,6,103,103,3,101,6,-5

Overlap with the part before: 2 compounds, followed by the next part.
structure,AHR act,EBNA-1 inhibitor,MEP2-GFP yeast,LAP4-GFP MLPCN,ZTA DNA inh,RPL19A TOR yeast,procasp7 counter,procasp3 activ
COc1ccc(OC)c(CN2CCC(C(=O)N(C)CCc3ccc(OC)c(OC)c3)CC2)c1,2,-2,92,90,-27,92,6,1
COCc1nnc(NC(=O)CCCOc2ccccc2)s1,2,6,103,103,3,101,6,-5
O=C(c1ccco1)N1CCN(Cc2ccccc2F)CC1,0,5,88,78,4,91,6,4
Cn1cc(S(=O)(=O)CC(=O)Nc2ccc(Br)cc2)c2ccccc21,3,10,91,94,1,103,11,6
OC12CC3C[C@H](C1)C(N1CCOCC1)[C@@H](C3)C2 (stereo not given in full),-1,-13,107,94,18,101,12,0
C=CCOC(=O)C1=C[C@@H](c2ccccc2)[C@H](CCCO)[C@@H](OCC)O1,1,-2,.,.,-14,.,1,3
CCCc1nnc(NC(=O)CCC(=O)NCc2ccc(OC)cc2)s1,-2,-2,92,105,-12,94,7,-4
Cc1ccc(NC(=O)c2sc(N)nc2-c2ccc([N+](=O)[O-])cc2)cc1C,21,9,97,105,6,96,-2,6
Cc1ccc(S(=O)(=O)N2CCN(C(=O)C(C)Cn3cncn3)CC2)cc1C (stereo not given),-1,-2,106,97,4,100,-10,-4
CCCn1c(N)c(N2CCCCC2)c(=O)n(CC(=O)Nc2ccc(C(C)=O)cc2)c1=O,2,.,105,101,.,99,-2,4
CC(C)(C)C(=O)NC(=C(Cl)Cl)P(=O)(O)O,2,-3,99,102,-25,97,4,-1
CCS(=O)(=O)Nc1cccc(C2=NN(S(=O)(=O)c3ccccc3)C(c3ccco3)C2)c1 (stereo not given),0,-1,106,105,-1,105,4,-4
NS(=O)(=O)c1ccc(CCNC(=O)c2ccc3c(c2)OCO3)cc1,-1,6,112,119,-8,107,2,2
O=C(NS(=O)(=O)c1ccccc1)c1ccccc1F,0,-13,89,97,-7,87,3,7
CN1C(=O)NC2(O)C(=O)c3ccccc3C12O (stereo not given),5,-10,143,108,-5,105,-2,-2
O=S(=O)(c1ccc(SCCO)nc1)N1CCCC1,-1,12,100,92,-16,101,-2,5
c1ccc(-c2nnc(CN3CCCc4ccccc43)o2)cc1,38,7,111,121,4,100,-7,-8
Cc1cccc(-n2ncc(C(=O)NC3CCCC3)c2C2CCN(C(=O)OC(C)(C)C)CC2)c1,2,-12,99,99,-15,99,16,-3
CCC(=C(c1ccc(OC)cc1)c1ccc(OC)cc1)c1cn(CC(O)CN(CCO)CCO)c2ccccc12 (stereo not given),-1,-3,96,106,15,92,3,7
Cc1ccc(-c2csc3ncnc(SCc4ccc(C(=O)O)cc4)c23)cc1,-1,-1,96,108,4,96,-5,-2
COc1ccc(C(=O)c2sc3nc(-c4ccc(OC)cc4)ccc3c2N)cc1,9,2,101,85,-10,103,-45,-18
